# aSyn rescue: alpha-synuclein toxicity inhibition in yeast. Yeast expressing alpha-synuclein, growth rescue, BacTiter-Glo, 24 h. Potency, µM (highest dose often 46.1 µM), inactives show top-dose growth rescue (activation), actives largely listed as activators. 370,000 compounds, 0.14% hits; also: potency is read from the fitted curve at half-maximal effect; % of control where 0% means no effect; nearly all actives have a fitted effect of over 65% in size
#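 Galactose-induced alpha-syn yeast (OD600=0.02, raffinose-pregrown) + pinned cpd, 24 hr, 30 deg C; growth by BacTiter-Glo luminescence. Growth restoration scores as activation.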
# Akt phos inh: inhibitors of Akt phosphorylation; Neuro2A IGF-stimulated pAkt S473 HTRF, 20 min; stronger effect = lower value; 360,000 compounds, 0.32% hits; activity change, % for hits at 50 µM; in the data active = activity change below about -80%; inconclusive = mostly about -51% to -80%; also: % is scaled to controls: 0 for no effect and ±100 for the full control effect
#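 Neuro2A cells (4,500/well, DMEM with 0.5% FBS) were treated with compound at a single 50 µM final concentration, stimulated with 6 nM IGF for 20 min at 37 °C, and lysed. Phospho-Akt Ser473 was read by HTRF as 665/615 ratio ×10^4.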
# TDP43 rescue: rescues yeast growth from TDP-43 toxicity; 410,000 compounds, 1.8% hits; Potency, µM (titrated, usually from 46.1 µM), for inactives: top-dose growth rescue (activation), most hits filed as activators; TDP-43 expressing yeast growth rescue, BacTiter-Glo, 24 h; also: potency is read from the fitted curve at half-maximal effect; % of control where 0% means no effect; nearly all actives have a fitted effect of over 50% in size
#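 Luminescence from BacTiter-Glo reports growth of TDP-43-expressing yeast after 24 hr at 30 deg C with compound. Cells were raffinose-pregrown to mid-log, then seeded in galactose medium at OD600=0.02.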
# D3 antag: D3 dopamine receptor (human) antagonism | P35462 | D3R cells, DiscoveRx beta-arrestin luminescence, antagonist mode; stronger effect = lower value | max response, negative = inhibition, % | 360,000 compounds, 2.5% hits; in the data active = max response below about -50%; inconclusive = no clear call, values can overlap the other calls; also: % is scaled to controls: 0 for no effect and ±100 for the full control effect; mostly tested at two doses, the higher about 12 µM
#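 Cells plated overnight at 1500 cells/well, then exposed to library compounds with dopamine controls for 90 minutes at 37 degrees C. DiscoveRx reagent added for 30–60 minutes at room temperature; luminescence read, quantitative HTS format.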
# GLP-1R agonist: agonists of human GLP-1 receptor; P43220; HEK293 GLP-1R CRE-luciferase, luminescence, 4-6 h; cells express a hypersensitive GLP-1R form; Potency, µM (top dose mostly 45.6 µM), inactives show top-dose activation, actives largely listed as activators; 380,000 compounds, 0.007% hits; AID 624172; also: potency is read from the fitted curve at half-maximal effect; % of control where 0% means no effect
# Target sequence (P43220 whole entry, looked up): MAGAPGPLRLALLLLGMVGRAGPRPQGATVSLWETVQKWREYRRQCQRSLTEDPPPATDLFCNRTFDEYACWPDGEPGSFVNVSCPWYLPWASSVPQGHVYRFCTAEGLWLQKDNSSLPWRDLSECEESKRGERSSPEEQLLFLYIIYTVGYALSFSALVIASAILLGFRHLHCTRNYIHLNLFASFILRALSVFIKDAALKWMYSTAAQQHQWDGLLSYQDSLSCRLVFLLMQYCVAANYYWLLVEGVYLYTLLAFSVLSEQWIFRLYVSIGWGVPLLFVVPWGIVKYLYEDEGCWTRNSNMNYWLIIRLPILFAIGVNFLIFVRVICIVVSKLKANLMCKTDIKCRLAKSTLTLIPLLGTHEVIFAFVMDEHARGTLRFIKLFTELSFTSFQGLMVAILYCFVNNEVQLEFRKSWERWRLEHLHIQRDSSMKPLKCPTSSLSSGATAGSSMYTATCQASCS
# GLP-1R inv ag: GLP-1 receptor (human) inverse agonism; P43220; HEK293 GLP-1R CRE-luciferase, luminescence, 24 h; GLP-1R form is constitutively active; Potency, µM (highest dose often 38.3 µM), inactives show at the highest dose activity change, negative = inhibition, most hits filed as inhibitors; 410,000 compounds, 1.6% hits; also: potency is read from the fitted curve at half-maximal effect; % is scaled to controls: 0 for no effect and ±100 for the full control effect; nearly all actives have a fitted effect of over 55% in size
#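 HEK293 cells stably co-expressing a cAMP-responsive luciferase reporter and constitutively active GLP-1R were seeded, incubated 12 h, then exposed to compounds for 24 h at 37 C. Luminescence was read 12 min after detection reagent; inverse agonists lower signal.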
# PTHR1 agonist: PTHR1 (human) receptor agonism | Potency, µM (titrated, usually from 115 µM), for inactives: at the top dose activation, hits mostly activators | HEK293 GP2 PTHR1 cells, GloSensor cAMP luminescence, 1 h | 410,000 compounds, 0.075% hits; also: potency is read from the fitted curve at half-maximal effect; nearly all actives have a fitted effect of over 55% in size; some results filed as inactive show a strong effect at the top dose; inactives centre near -15; many of its hits are not listed in these tables
# Target sequence (Q03431 whole entry, looked up): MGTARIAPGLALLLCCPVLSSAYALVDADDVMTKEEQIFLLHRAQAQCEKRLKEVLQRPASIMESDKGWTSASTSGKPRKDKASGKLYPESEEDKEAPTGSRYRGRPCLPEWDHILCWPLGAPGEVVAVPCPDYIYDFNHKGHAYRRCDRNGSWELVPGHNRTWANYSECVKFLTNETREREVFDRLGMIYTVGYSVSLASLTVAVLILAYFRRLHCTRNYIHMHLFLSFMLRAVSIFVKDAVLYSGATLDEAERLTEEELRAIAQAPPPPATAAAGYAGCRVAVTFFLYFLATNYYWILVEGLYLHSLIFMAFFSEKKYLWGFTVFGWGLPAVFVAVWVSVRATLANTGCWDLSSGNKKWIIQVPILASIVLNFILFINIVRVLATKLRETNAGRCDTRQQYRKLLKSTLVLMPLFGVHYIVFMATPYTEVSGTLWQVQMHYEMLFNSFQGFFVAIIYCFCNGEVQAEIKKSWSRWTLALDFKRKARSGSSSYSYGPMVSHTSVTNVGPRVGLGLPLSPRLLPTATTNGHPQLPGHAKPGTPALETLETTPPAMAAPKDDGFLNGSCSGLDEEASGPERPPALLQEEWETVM
#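 HEK-293-derived GP2 cells expressing PTHR1 and a GloSensor cAMP reporter, 3,000/well, plated overnight, given luciferin plus IBMX (each 0.5 mM as added) for 1 h at 37 °C, then compound for 1 h at 37 °C. Luminescence was read after 15 min at room temperature.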
# FUS suppressor: suppressors of FUS proteinopathy in yeast | 390,000 compounds, 0.24% hits | Potency, µM (series often up to 76.6 µM), for the others: at the top dose growth rescue (activation), actives largely listed as activators | AID 1347120 | S. cerevisiae FUS-expressing, growth rescue, OD600, 24 h;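 also: potency is read from the fitted curve at half-maximal effect; plate controls were DMSO vehicle for no effect and reference control for full effect; nearly all actives have a fitted effect of over 55% in size; some results filed as inactive show a strong effect at the top dose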
#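 Toxicity suppression screen in FUS-yeast. Cells induced with 2% galactose, starting OD 0.005, treated 24hr at 30C with compounds at multiple final concentrations; growth by OD600.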
# Abeta yeast res: compounds reversing amyloid beta toxicity in yeast | yeast expressing A-beta42, growth rescue, OD600, 48 h; response scale: 0% DMSO, 100% iron-clioquinol control | Potency, µM (doses to about 46.1 µM), for inactives: top-dose growth rescue, most hits filed as activators | 410,000 compounds, 0.063% hits; also: potency is read from the fitted curve at half-maximal effect; nearly all actives have a fitted effect of over 55% in size
#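 Growth rescue measured by 600 nm absorbance after 48 h yeast culture at 30 C with compound. Values normalized between DMSO and an equimolar ferric chloride plus clioquinol control.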
# * = called active by the depositor; i = inactive; ? = inconclusive; . = no result given; [ ] = remark or other dose. Unless noted, calls follow the shape of the dose curve; as a rule, active = well fitted curve in the direction sought with a large enough effect; inconclusive = small, poorly fitted or top-dose-only effect, or another doubt; inactive = no such curve, though single readings can be large; an effect the other way counts as inactive or inconclusive. The list is partial; the hit share may differ from the screen's.
SMILES,aSyn rescue,Akt phos inh,TDP43 rescue,D3 antag,GLP-1R agonist,GLP-1R inv ag,PTHR1 agonist,FUS suppressor,Abeta yeast res
Cc1ccc(S(=O)(=O)N2CC(=O)NC(=O)C2)cc1,5%,i,9%,3,1%,7%,-3%,-12%,-3%
O=C(/C=C/c1ccco1)N1CCN(S(=O)(=O)c2ccccc2)CC1,8%,i,14%,-10,2%,-5%,-7%,28%,0%
N/N=C(\c1ccccc1)c1cc(Br)ccc1N,-1%,i,2%,10,-4%,?,i,3%,10%
Fc1cc(F)c2nc(Nc3nc4cc5c(cc4s3)OCO5)sc2c1,-2%,i,9%,10,-9%,?,-27%,5%,3%
Cc1cc(NC(=O)CCCC(=O)Nc2ccc(F)cc2)no1,-8%,i,3%,7,-1%,2%,i,1%,-7%
COc1ccc(C(=O)N2CCN(c3ccc(C(C)=O)cc3F)CC2)cc1S(=O)(=O)NC1CC1,-2%,i,13%,-7,1%,-14%,i,.,-13%
O=C(COC(=O)c1cc([N+](=O)[O-])ccc1NCCO)c1ccccc1,0%,i,16%,-9,14%,66%[activator],-15%,.,-5%
CC(NC(=O)CCl)c1ccccc1Br (configuration not stated),-16%,i,-5%,-10,3%,-22%,-21%,-1%,-15%
CCOc1ccc(NS(=O)(=O)c2ccc(C(=O)N3CCCCCC3)cc2)cc1,-3%,i,-8%,10,0%,-44%,-38%[inhibitor],34%,-10%
CSc1nc(=O)n(CCC#N)nc1SC,0%,i,10%,-65*,-1%,12%,-94%[inhibitor],-9%,-24%
COc1cccc(CNC(=O)[C@@H]2CCCN2C(=O)[C@@H]2CCCN2C(=O)c2c(F)cccc2F)c1,3%,i,18%,-22,1%,15%,3%,3%,-4%
CCCCNC(=O)CN1C(=O)NC2(CCCc3ccccc32)C1=O (configuration not stated),-2%,.,-5%,13,18%,-6%,15%[57.5 µM],18%,-3%
COc1ccc(CN2CCN(CCc3ccccc3)C(CCO)C2)cc1Cn1cncn1 (configuration not stated),-5%,i,-15%[0.397 µM],-10,16%,-10%,i,11%,-1%
Cc1csc(NC(=O)CSc2nnc(-c3ccc(S(=O)(=O)N4CCCC4)cc3)o2)n1,-6%,i,14%,9,7%,-6%,-21%,.,8%
O=S1(=O)c2c(F)cccc2OC(COCc2ccccc2)CN1C1CCCC1 (configuration not stated),1%,i,15%,12,1%,?,i,8%,8%
CC(C)c1cccc(C(C)C)c1OCCCCN1CCCC1,6%,.,-12%,-58*,-10%,16%,i,20%,16%
CCOC(=O)c1ccccc1NC(=O)Cn1ccn2nc(-c3ccc(OCC)cc3)cc2c1=O,.,.,14%,.,.,1%,-3%,-10%,-25%
COc1c(C)cc(C(=O)C2CCCN(C(=O)c3ccoc3)C2)cc1C (configuration not stated),0%,i,10%,4,-1%,10%,-4%,-19%,1%
Cc1ccc(SCC(=O)NC(=O)c2ccc(S(=O)(=O)N(C)C)cc2)cc1C,-7%,i,4%,-13,-4%,5%,i,.,23%
COc1ccc(-c2nc3ccccc3c(=O)n2CC(C)C)cc1,1%,i,0%,11,9%,?,-7%,16%,11%
COC(=O)c1ccccc1NC(=O)c1ccnn1C,1%,i,7%,14,20%,51%[activator],i,9%,-16%
COc1ccc(-c2nc(CS(=O)CC(=O)NCCN3CCCCC3C)c(C)o2)cc1OC (configuration not stated),1%,i,-14%,-22,-6%,10%,19%,-3%,.
COc1ccc(S(=O)(=O)N(C)[C@H]2C[C@H]3c4cc(N5CCN(C)CC5)ccc4CCN3C(=O)[C@H]2[C@H](C)O)cc1,-1%,i,0%,12,2%,19%,-13%,3%,4%
COc1cc(Cl)c(C)cc1NC(=O)CSc1ncc(S(=O)(=O)c2ccc(C(C)(C)C)cc2)c(=O)[nH]1,.,.,15%,.,.,-7%,-24%,37%,2%
C[C@@H]1CN([C@@H](C)CO)C(=O)c2cc(Br)cnc2O[C@@H]1CN(C)S(=O)(=O)c1ccc(F)cc1,-2%,i,17%,?,-2%,-1%,-15%,-4%,-5%

# Compounds shown so far containing fluorine:
SMILES,aSyn rescue,Akt phos inh,TDP43 rescue,D3 antag,GLP-1R agonist,GLP-1R inv ag,PTHR1 agonist,FUS suppressor,Abeta yeast res
Fc1cc(F)c2nc(Nc3nc4cc5c(cc4s3)OCO5)sc2c1,-2%,i,9%,10,-9%,?,-27%,5%,3%
Cc1cc(NC(=O)CCCC(=O)Nc2ccc(F)cc2)no1,-8%,i,3%,7,-1%,2%,i,1%,-7%
COc1ccc(C(=O)N2CCN(c3ccc(C(C)=O)cc3F)CC2)cc1S(=O)(=O)NC1CC1,-2%,i,13%,-7,1%,-14%,i,.,-13%
COc1cccc(CNC(=O)[C@@H]2CCCN2C(=O)[C@@H]2CCCN2C(=O)c2c(F)cccc2F)c1,3%,i,18%,-22,1%,15%,3%,3%,-4%
O=S1(=O)c2c(F)cccc2OC(COCc2ccccc2)CN1C1CCCC1 (configuration not stated),1%,i,15%,12,1%,?,i,8%,8%
C[C@@H]1CN([C@@H](C)CO)C(=O)c2cc(Br)cnc2O[C@@H]1CN(C)S(=O)(=O)c1ccc(F)cc1,-2%,i,17%,?,-2%,-1%,-15%,-4%,-5%

# Full records as entered above. Values in the order: aSyn rescue | Akt phos inh | TDP43 rescue | D3 antag | GLP-1R agonist | GLP-1R inv ag | PTHR1 agonist | FUS suppressor | Abeta yeast res
# CCOC(=O)c1ccccc1NC(=O)Cn1ccn2nc(-c3ccc(OCC)cc3)cc2c1=O is entered as . | . | 14% | . | . | 1% | -3% | -10% | -25%
# COc1c(C)cc(C(=O)C2CCCN(C(=O)c3ccoc3)C2)cc1C (configuration not stated) is entered as 0% | i | 10% | 4 | -1% | 10% | -4% | -19% | 1%

# The results go on.
SMILES,aSyn rescue,Akt phos inh,TDP43 rescue,D3 antag,GLP-1R agonist,GLP-1R inv ag,PTHR1 agonist,FUS suppressor,Abeta yeast res
CSC[C@H](NC(=O)COc1cc2c(c3oc(=O)c(C)c(C)c13)CCC(C)(C)O2)C(=O)O,1%,i,-18%,0,2%,16%,-15%,13%,-19%
Cc1c(CNCCc2ccc(Cl)cc2)c(C(=O)O)c(C)n1Cc1ccccc1,4%,i,1%,27,2%,-4%,-2%,-7%,7%
O=C(COC(=O)CCc1nc2ccccc2c(=O)[nH]1)NC(=O)NC1CCCC1,-9%,i,-37%[inhibitor],10,-7%,?,?,?,6%
Cc1cc(C)c2c(c1)c(C)cc1nnc(SCC(=O)c3cccs3)n12,4%,i,2%,-1,5%,10%,i,-13%,-8%
COc1ccc(C(=S)N2CCN(c3cccc(Cl)c3)CC2)c(OC)c1,3%,i,0%[0.397 µM],-18,17%,?,-48%[inhibitor],45%,?
NCCCC[C@H]1CNC(=S)N1CC1CCCCC1,-2%,i,7%,13,2%,13%,-13%,-30%,3%
CC(C)[C@@H]1N[C@]2(C(=O)Nc3ccccc32)[C@@H]2C(=O)N(c3cccc(C(F)(F)F)c3)C(=O)[C@@H]21,1%,i,12%,-12,-9%,0%,-1%[57.5 µM],37%,?
N#Cc1ccsc1NC(=O)CN1CCN(S(=O)(=O)c2ccc3ccccc3c2)CC1,15%,i,-2%,-13,6%,-19%,-33%[inhibitor],.,0%
Cc1cccc(NC(=O)CNC(=O)c2ccccc2Cl)n1,-3%,i,-2%,-14,-5%,31%[activator],-15%,19%,-4%
COC(=O)c1ccc(-c2nc(CN3CCN(Cc4cccc(C)c4)CC3)c(C)o2)cc1,4%,i,-8%,1,12%,-11%,i,16%,-5%
Clc1ccc(-c2noc(CN3CCCC3)n2)cc1,-6%,i,-2%,1,16%,13%,-9%,-19%,5%
C(=NOCCc1ccccc1)c1cccnc1,3%,i,0%,16,8%,11%,i,-18%,24%
CCN(CC)c1ccc(NC(=O)COc2ccccc2C#N)cc1S(=O)(=O)Nc1ccc(OC)cc1,14%,i,11%,7,15%,-1%,i,.,31%
O=C(NCc1ccccc1Cl)c1ccc2c(c1)NC(=O)C(CS(=O)(=O)Cc1ccc(Cl)cc1)N2 (configuration not stated),.,.,-12%,.,.,3%,-42%[inhibitor],24%,-15%
CC(=O)c1ccc(NS(=O)(=O)c2ccc(N/C=C/C(=O)c3ccc(F)cc3)cc2)cc1,3%,i,4%,5,1%,?,0%,-11%,-5%
Cn1c(=O)c2c(nc(SCCN3CCOCC3)n2Cc2ccccc2Cl)n(C)c1=O,-3%,i,4%,-8,11%,10%,-2%,-21%,2%
Cc1ccc(NC(=O)CSC2=NCCN2)cc1,3%,i,-20%,-23,7%,-4%,i,-2%,-13%
COc1ccc(-c2nc(CCNC(=O)c3ccco3)cs2)cc1OC,-10%,i,28%,27,20%,53%[activator],-49%[inhibitor],-4%,-6%
CC1C[N+](=C2C=C(N3CCOCC3)CC(C)(C)C2)CC(C)O1 (configuration not stated),1%,i,-2%,1,9%,14%,i,-12%,-8%
COc1cccc(CNc2ccc([N+](=O)[O-])c(NCC(=O)O)n2)c1,1%,i,-3%,-5,1%,-13%,26%,38%,4%
C1CCN(CC2CCCCN2)CC1 (configuration not stated),0%,i,20%,1,0%,12%,i,.,8%
